S100A4 inh HTS – S100A4-myosin IIA interaction inhibition; S100A4/TAMRA-MyoIIA peptide fluorescence polarization; inhibition, % at 10.7 µM; 360,000 tested, 0.14% active;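 active = mean inhibition of at least 70% across replicates, with every replicate also reaching that level; inconclusive = mean inhibition reaches 70% but some replicates fall short; inactive = mean inhibition below 70%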
Target sequence (P26447 whole entry, looked up): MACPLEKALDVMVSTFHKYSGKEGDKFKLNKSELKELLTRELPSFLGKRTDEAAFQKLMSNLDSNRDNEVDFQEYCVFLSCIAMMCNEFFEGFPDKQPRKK
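Material: S100A4 monomer protein / Buffer or medium: 50 mM HEPES pH 7.2, 10 mM CaCl2, 100 mM KCl / Times: 5 min incubation before reading / Benchmarks: neutral control DMSO, positive control TFP / Reagent: labelled myosin peptide probe, 5 nM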
esBAF inh – SWI/SNF esBAF complex inhibition | 350,000 tested, 2% active | mouse ES cells, Bmi1-luciferase knock-in reporter, 24 h; 100% = twice the neutral-well signal | reporter increase, % at 12.5 µM | AID 602393; in the data active = activation above about 40%; inconclusive = no clear call, values can overlap the other calls;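 note: 0% = median of the plate's neutral control wells and 100% = double that signal; a rise in the Bmi1 reporter signal indicates esBAF inhibition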
Statin myotox sup – suppressors of simvastatin-induced myotoxicity in C2C12 myotubes | rescue of ATP level, % at 7.49 µM | 330,000 tested, 0.78% active | ATP luminescence, 48 h; scaled: DMSO 0, geranylgeraniol control 100;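 active = mean ATP rescue above about 67%, or every replicate alone reaching that limit, limit read from the data, passing the limit was not always enough; inconclusive = no clear call, values can overlap the other calls; inactive = mean under the limit and some replicate under it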;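 note: myotubes were challenged with 10 µM simvastatin during compound exposure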
SIRT5 inh – sirtuin-5 (human) deacylase inhibition; 330,000 tested, 1.1% active; AID 652115; Q9NXA8; Purified SirT5, succinyl-peptide AMC, trypsin-coupled fluorescence; inhibition, % at 15 µM; in the data active = inhibition above about 15%; inconclusive = no clear call, values can overlap the other calls
Target sequence (Q9NXA8 whole entry, looked up): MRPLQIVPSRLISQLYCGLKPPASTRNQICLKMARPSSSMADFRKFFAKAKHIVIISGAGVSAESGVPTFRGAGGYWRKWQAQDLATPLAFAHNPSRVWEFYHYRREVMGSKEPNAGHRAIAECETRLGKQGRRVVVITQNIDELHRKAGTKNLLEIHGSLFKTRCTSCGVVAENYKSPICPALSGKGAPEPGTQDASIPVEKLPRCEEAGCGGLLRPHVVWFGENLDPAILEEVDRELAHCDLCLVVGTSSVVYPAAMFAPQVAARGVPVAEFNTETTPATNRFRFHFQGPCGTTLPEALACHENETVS
Casp6 inh – caspase-6 (human) enzyme inhibition | P55212 | inhibition, % at 12.5 µM | purified caspase-6, Z-VEID-R110 cleavage fluorescence | AID 686996 | 350,000 tested, 0.53% active;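 active = mean inhibition across replicates at least about 35%, with every replicate also reaching that limit, limit read from the data; inconclusive = only one of the two criteria met; inactive = neither criterion met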;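 note: 0% = median of neutral control wells and 100% = no fluorescence left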
Target sequence (P55212 24-179 limits assumed): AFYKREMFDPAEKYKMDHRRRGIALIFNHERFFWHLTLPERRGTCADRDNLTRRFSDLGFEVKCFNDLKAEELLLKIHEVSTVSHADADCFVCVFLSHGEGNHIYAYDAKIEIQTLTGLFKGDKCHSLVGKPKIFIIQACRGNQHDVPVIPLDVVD
Target sequence (P55212 194-293 limits assumed): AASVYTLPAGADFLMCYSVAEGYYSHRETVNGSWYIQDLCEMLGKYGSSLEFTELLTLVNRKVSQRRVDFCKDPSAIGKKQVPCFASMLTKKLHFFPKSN
FN deposition inh – fibronectin deposition inhibition | AH1F fibroblasts, Alexa488-fibronectin deposition fluorescence, overnight | inhibition, % at 12.6 µM | 350,000 tested, 0.086% active;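 active = mean inhibition across replicates of 30% or more, regardless of how many single replicates reach that level; inconclusive = mean under 30% yet at least half of replicates reach 30%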;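 note: positive control wells lacked labelled fibronectin entirely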
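material = AH1F fibroblast monolayer depositing Alexa488-labelled fibronectin into matrix | amount = 10000 AH1F cells/well | buffer or medium = DMEM plus 2% serum, read in PBS | incubation = 1 h cell adhesion before compound, then overnight fibronectin incubation | detection = fluorescence at 485 nm excitation, 525 nm emission | evaluation = percent inhibition as loss of matrix-bound fibronectin fluorescence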
LGR2 inh – Drosophila LGR2 receptor signaling inhibition; 380,000 tested, 0.35% active; inhibition, % at 9.99 µM; HEK293 LGR2, CRE-luciferase, bursicon-stimulated, 4 h; AID 720647;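 active = drop in luminescence signal, shown as inhibition above about 50% in the replicate tests, limit read from the data, passing the limit was not always enough; inconclusive = probably only some replicates passing the limit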;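 note: agonist challenge used bursicon conditioned medium at about half maximal strength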
Numbers without * were called inactive; ? = inconclusive; nt = no result given. These rows are one share of the data; count on the stated rates, not on these rows.

Sample of the layout:
Below each SMILES – FN deposition inh, LGR2 inh, Casp6 inh, Statin myotox sup, esBAF inh, S100A4 inh HTS, SIRT5 inh
OC(COC(c1ccccc1)c1ccccc1)CN1CCN(c2ccccn2)CC1 (stereo not given)
 : 2, 13, -2, nt, nt, 0, 1
COCCNC(=O)C1(C)CCCN(Cc2csc3ccccc23)C1 (stereo not given)
 : 3, -6, -4, 17, -2, -47, -1
CC(=O)NC(CC(=O)OCC(=O)N1c2ccccc2NC(=O)C1(C)C)c1ccccc1 (stereo not given)
 : -6, 9, 5, 11, -5, 2, -6

The whole of this part, from the first entry:
Below each SMILES – FN deposition inh, LGR2 inh, Casp6 inh, Statin myotox sup, esBAF inh, S100A4 inh HTS, SIRT5 inh
OC(COC(c1ccccc1)c1ccccc1)CN1CCN(c2ccccn2)CC1 (stereo not given)
 : 2, 13, -2, nt, nt, 0, 1
COCCNC(=O)C1(C)CCCN(Cc2csc3ccccc23)C1 (stereo not given)
 : 3, -6, -4, 17, -2, -47, -1
CC(=O)NC(CC(=O)OCC(=O)N1c2ccccc2NC(=O)C1(C)C)c1ccccc1 (stereo not given)
 : -6, 9, 5, 11, -5, 2, -6
COC(=O)C1=CN(Cc2ccc(OC)c(OC)c2)C=C(C(=O)OC)C1c1cccc(OC)c1OC
 : 6, -38, 5, 2, 19, -5, -29
Cc1onc(-c2ccccc2)c1C(=O)NNC(=O)c1ccccc1Br
 : 6, 11, 4, 7, 2, 2, 2
C[C@H](CO)N1C[C@H](C)[C@@H](CN(C)Cc2ccc(Cl)c(Cl)c2)Oc2c(cccc2N(C)C)C1=O
 : -8, nt, 2, ?, 0, -8, nt
CCOc1cc2[nH]c(=S)n(CCCN3CCOCC3)c(=O)c2cc1OCC
 : -15, nt, nt, -9, -4, nt, nt
c1ccc(-c2ccc3c(n2)CCCO3)cc1
 : 4, -36, nt, 8, 28, nt, nt
Cc1cccc(C)c1OCCNC(=O)c1ccc2ccccc2n1
 : nt, 0, 3, 5, -5, -8, -3
Cc1c(C(=O)N2CCC(C(N)=O)CC2)oc2ccc(Br)cc12
 : -9, -41, 2, 19, 38, 3, -2
CC(=O)Nc1ccc(S(=O)(=O)Nc2nccc(/C=C/c3ccccc3F)n2)cc1
 : 11, -5, 2, nt, nt, 3, 0
COc1ccccc1C(O)c1ncc(-c2ccccc2C)[nH]1 (stereo not given)
 : 3, -7, 1, 15, 16, 2, -1
CC(=O)Nc1ccc(S(=O)(=O)NCC2CCC(C(=O)NCCCOC(C)C)CC2)cc1 (stereo not given)
 : 1, 8, 25, nt, nt, 0, 10
CCO[C@H]1OC(C(=O)N2CCN(C)CC2)=C[C@@H](C2CC2)[C@@H]1CCCO
 : -9, 2, 1, 0, 0, -4, 0
COc1ccccc1-c1cn(CC[C@@H]2CC[C@@H](NC(=O)C3CCCCC3)[C@@H](CO)O2)nn1
 : -8, -2, -2, 3, 3, 15, -2

Additional entries.
Below each SMILES – FN deposition inh, LGR2 inh, Casp6 inh, Statin myotox sup, esBAF inh, S100A4 inh HTS, SIRT5 inh
O=C(NCc1nnc2c(C(F)(F)F)cc(Cl)cn12)C1CCCC1
 : -5, -2, 5, -1, 7, 10, -3
CN(CC1CCCO1)S(=O)(=O)c1ccc(C(=O)N2CCN(c3ccccc3)CC2)cc1 (stereo not given)
 : nt, 5, -2, nt, nt, 4, -1
CO[C@H]1CN(C)C(=O)c2cc(NC(=O)NC(C)C)ccc2OC[C@H](C)N(C(=O)CC2CC2)C[C@H]1C
 : -14, 6, 1, 1, -2, 5, -4
O=C(C[C@@H]1C=C[C@H](NC(=O)Nc2ccc3c(c2)OCO3)[C@H](CO)O1)NCc1ccccc1
 : 3, 7, -1, 2, -6, 6, -4
N#Cc1c(C(F)(F)F)cc(-c2ccccc2Cl)[nH]c1=O
 : -3, nt, nt, 7, -4, nt, nt
COc1cc(C(=O)NNC(=S)Nc2ccc(S(N)(=O)=O)cc2)cc(OC)c1OC
 : 14, 7, 4, nt, nt, 9, 2
CC(=O)c1c(C)[nH]c(C(=O)COC(=O)c2c(C)noc2C)c1C
 : -1, 14, 5, -5, 6, -1, -4
C[C@H](CO)N1C[C@H](C)[C@H](CN(C)CC2CC2)Oc2c(NS(=O)(=O)c3cn(C)cn3)cccc2C1=O
 : nt, 13, -2, -6, 3, -2, -2
Cc1cc(C)n(CCCC(=O)O)n1
 : 4, -20, -2, 5, -7, -7, 1
CCOc1ccc(-n2c(C)cc(/C=N/NC(=O)C(N)=O)c2C)cc1
 : nt, -6, 3, nt, nt, 5, -1
COc1ccccc1NC(=O)CSc1nnc(-c2ccco2)n1Cc1ccco1
 : 6, nt, nt, 1, -3, nt, nt
C[C@@H]1CCCCO[C@H](CN(C)C(=O)NC2CCCCC2)[C@H](C)CN([C@@H](C)CO)C(=O)c2cc(NS(=O)(=O)c3cn(C)cn3)ccc2O1
 : nt, -15, -1, -11, -1, 21, -1
CC(C)(C)c1[nH]nc2c1C(c1ccsc1)C(C#N)=C(N)O2 (stereo not given)
 : 3, 25, 4, nt, nt, 7, 2
CCCC(=O)Nc1ccc2c(c1)OC[C@@H](C)N(C(=O)c1cccnc1)C[C@H](C)[C@H](OC)CN(C)C2=O
 : 13, -16, -2, 0, 3, 4, 1
O=C(CSc1ccccn1)Nc1ccc2c(c1)CCC2
 : 5, 17, 2, 3, 77*, -7, 2

4 records picked at random from those above:
Below each SMILES – FN deposition inh, LGR2 inh, Casp6 inh, Statin myotox sup, esBAF inh, S100A4 inh HTS, SIRT5 inh
Cc1cccc(C)c1OCCNC(=O)c1ccc2ccccc2n1
 : nt, 0, 3, 5, -5, -8, -3
C[C@H](CO)N1C[C@H](C)[C@H](CN(C)CC2CC2)Oc2c(NS(=O)(=O)c3cn(C)cn3)cccc2C1=O
 : nt, 13, -2, -6, 3, -2, -2
COC(=O)C1=CN(Cc2ccc(OC)c(OC)c2)C=C(C(=O)OC)C1c1cccc(OC)c1OC
 : 6, -38, 5, 2, 19, -5, -29
COc1ccccc1C(O)c1ncc(-c2ccccc2C)[nH]1 (stereo not given)
 : 3, -7, 1, 15, 16, 2, -1

Further results.
Below each SMILES – FN deposition inh, LGR2 inh, Casp6 inh, Statin myotox sup, esBAF inh, S100A4 inh HTS, SIRT5 inh
CCCn1c(=O)c2ccccc2n2c(SCCOc3ccc(C)cc3)nnc12
 : nt, -4, -1, -1, -1, 5, 2
CO[C@@H]1CN(C)C(=O)c2ccc(NC(=O)C3CC3)cc2OC[C@H](C)N(C(=O)c2cnccn2)C[C@H]1C
 : 13, 5, 2, -3, -3, -8, -4
COc1ccc(C)cc1S(=O)(=O)N(CC(=O)Nc1cccc([N+](=O)[O-])c1)c1ccc(C)c(C)c1
 : 0, nt, -1, nt, nt, -4, -2
CCC(C)c1ccc(NC(=O)C/C(C)=N/NC(=O)c2cnccn2)cc1 (stereo not given)
 : -1, -5, -2, nt, nt, 2, -2
CCS(=O)(=O)NCC[C@H]1CC[C@H](NS(=O)(=O)c2cccc(Cl)c2)[C@H](CO)O1
 : nt, -3, 2, 5, -2, 1, -6
CCCCOC(=O)c1ccc(NC(=O)c2ccc(F)cc2F)cc1
 : 0, -10, nt, -15, 6, nt, nt
CC1(c2ccc(Cl)cc2)NC(=O)N(CC(=O)N2CCCC2)C1=O (stereo not given)
 : nt, 1, nt, -6, 3, nt, nt
CSc1ccc(C(=O)NCC(=O)O)cc1[N+](=O)[O-]
 : 7, -5, 4, 9, 3, -4, 2
CSc1ccccc1OCc1cc(C(=O)NC(C)Cc2cccc(C)n2)no1 (stereo not given)
 : -1, -21, 3, nt, nt, 0, 1
C[C@@H]1CN([C@@H](C)CO)C(=O)c2cc(C#C[C@@H](C)O)cnc2O[C@H]1CN(C)C(=O)CC1CC1
 : -11, 14, 2, 5, 2, 5, 3
Cc1ccc2c(c1)C1C[N+](C)(CC(=O)c3ccccc3)CCC1N2C(=O)c1ccccc1Cl (stereo not given)
 : nt, 18, -1, 4, 9, -3, nt
O=C(c1cnn2c(C(F)(F)F)cc(-c3ccccc3)nc12)N1CCOCC1
 : nt, 9, 1, 20, -7, 4, -1
N#CC1(NC(=O)COC(=O)Cc2n[nH]c(=O)c3ccccc23)CCCCC1
 : 1, -2, 1, 0, -5, 1, 0
COc1ccc(NC(=O)CSc2nnc(-c3ccco3)c(-c3ccco3)n2)cc1OC
 : 2, -1, nt, -8, -5, 2, 0
O=C(COC(=O)c1cc(F)cc(F)c1)Nc1cccnc1Cl
 : 4, -5, 0, nt, nt, -6, -2

Additional structures:
Below each SMILES – FN deposition inh, LGR2 inh, Casp6 inh, Statin myotox sup, esBAF inh, S100A4 inh HTS, SIRT5 inh
O=C1CN(C(=O)/C=C/c2ccc(Cl)cc2)c2ccccc2N1
 : 4, 8, 10, nt, nt, -11, 0
Cc1cc(Nc2ccccc2)nn1C(=O)c1ccc([N+](=O)[O-])cc1
 : nt, -13, 4, -5, -1, -2, 6
C[C@@H]1CN([C@@H](C)CO)C(=O)CCCn2cc(nn2)CO[C@H]1CN(C)CC1CCCC1
 : -24, 1, 1, 12, -2, -2, 1
O=C(NCc1ccccc1)c1csc2c1CCCC2
 : 1, 14, -2, nt, nt, -3, -2
O=C(O)CCNS(=O)(=O)c1cccc(Br)c1
 : 6, 2, 0, 0, -2, 5, -10
Cc1ccc(S(=O)(=O)Nc2cc(C)cn(Cc3ccccc3)c2=O)cc1
 : 2, 8, 5, -5, -5, -15, -1
COc1ccc(CCC(=O)OCC(=O)NC(=O)c2ccc(Cl)cc2)cc1
 : nt, -4, -3, -2, -3, -5, nt
CCC(c1nnnn1Cc1ccc2c(c1)OCO2)N1CCN(c2ccccc2)CC1 (stereo not given)
 : 11, nt, nt, 58, -4, nt, nt
C[C@H](CO)N1C[C@H](C)[C@@H](CN(C)Cc2ccc(C(=O)O)cc2)Oc2ccc(NC(=O)Cc3ccccc3)cc2CC1=O
 : nt, 15, -2, 31, -4, 0, -2
CC(C)c1ccc(CN2CCN(S(=O)(=O)c3ccc(Cl)s3)CC2)cc1
 : -1, -2, 4, -2, -6, 9, -1
C[C@@H]1CN([C@H](C)CO)C(=O)Cc2cc(NC(=O)Nc3ccc(F)cc3)ccc2O[C@@H]1CN(C)Cc1ccc(C(=O)Nc2ccccc2N)cc1
 : nt, -27, -3, nt, nt, -6, nt
C[C@H](CO)N1C[C@H](C)[C@@H](CN(C)S(C)(=O)=O)Oc2ncc(-c3cccc(F)c3)cc2C1=O
 : -3, 0, -2, nt, 1, 0, 1
COc1cc2c(cc1NC(=S)NC(=O)/C=C/c1ccco1)oc1ccccc12
 : -17, -16, 0, nt, nt, -14, -2
C[C@@H]1CN([C@H](C)CO)C(=O)Cc2cc(NC(=O)Nc3ccc4c(c3)OCO4)ccc2O[C@H]1CN(C)Cc1ccc(C(=O)Nc2ccccc2N)cc1
 : 3, 8, 1, 13, 14, 0, 2
C[C@@H]1CN([C@H](C)CO)C(=O)Cc2cc(N(C)C)ccc2O[C@@H]1CN(C)Cc1ccc(C(F)(F)F)cc1
 : nt, 1, 4, 24, -7, 8, nt

(more compounds)
Below each SMILES – FN deposition inh, LGR2 inh, Casp6 inh, Statin myotox sup, esBAF inh, S100A4 inh HTS, SIRT5 inh
COc1ccc(CCNS(=O)(=O)CC23CCC(CC2=O)C3(C)C)cc1OC (stereo not given)
 : -4, -9, 0, -8, -2, 1, nt
Cc1ccc(C(=O)/C=C/N(C)C)cn1
 : -9, 9, -3, nt, nt, -8, -8
COc1cc([N+](=O)[O-])ccc1NC(=O)Nn1cnnc1
 : 0, 6, 1, -4, 3, 2, 2
CCn1c(SCC(=O)N2CCC(C)CC2)nc2c1c(=O)n(C)c(=O)n2C
 : 1, 2, 3, -10, 2, 6, 2
